Compound activity from PubChem.
RXFP1 agonist: activates the human relaxin receptor RXFP1; hit rate 0.3% among 370,000; Potency, µM (highest dose often 57.5 µM), for inactives: top-dose activation, most hits filed as activators; Q9HBX9; HEK293T-RXFP1 cAMP TR-FRET, 30 min; response scale: percent of porcine relaxin response, buffer zero; AID 2676; further: potency means the concentration at half of the fitted maximal effect; on the % scale 0 is the no-effect control and ±100 the full control effect; nearly all actives have a fitted effect of over 60% in size; many of its hits are not listed in these tables
Target sequence (Q9HBX9 whole entry, looked up): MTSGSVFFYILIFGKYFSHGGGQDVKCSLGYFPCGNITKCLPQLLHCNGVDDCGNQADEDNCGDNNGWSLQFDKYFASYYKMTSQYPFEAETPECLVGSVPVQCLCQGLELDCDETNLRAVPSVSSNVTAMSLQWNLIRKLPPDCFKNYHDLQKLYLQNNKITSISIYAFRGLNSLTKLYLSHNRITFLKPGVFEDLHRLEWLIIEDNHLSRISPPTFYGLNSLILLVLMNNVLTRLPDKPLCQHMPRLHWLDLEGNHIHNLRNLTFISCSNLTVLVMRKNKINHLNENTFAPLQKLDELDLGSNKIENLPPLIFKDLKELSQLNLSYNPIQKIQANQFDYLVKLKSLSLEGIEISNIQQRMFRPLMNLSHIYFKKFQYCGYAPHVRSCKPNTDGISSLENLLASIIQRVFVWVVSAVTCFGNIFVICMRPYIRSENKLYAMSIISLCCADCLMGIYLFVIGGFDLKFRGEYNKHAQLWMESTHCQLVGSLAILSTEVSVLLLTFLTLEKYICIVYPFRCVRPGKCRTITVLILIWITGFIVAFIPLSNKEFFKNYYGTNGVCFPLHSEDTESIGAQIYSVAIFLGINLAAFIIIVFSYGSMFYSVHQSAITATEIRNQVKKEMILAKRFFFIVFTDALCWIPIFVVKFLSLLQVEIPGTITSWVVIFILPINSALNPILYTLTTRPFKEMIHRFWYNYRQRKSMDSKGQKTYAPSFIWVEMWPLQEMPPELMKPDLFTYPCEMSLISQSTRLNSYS
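cAMP rise read by TR-FRET after 30 min, 37C compound exposure (up to 58 uM) in RXFP1-transfected HEK293 cells with Ro 20174 present. EC50 from Hill-equation fits, with 29 nM porcine relaxin as 100% and buffer as basal.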
Vif-APOBEC3F blk: inhibitors of Vif-A3F interaction. hit rate 0.2% among 390,000. HeLa A3F-eYFP + Vif (tagged APOBEC3F with the HIV-1 protein that degrades it), YFP fluorescence increase. Potency, µM (titrated, usually from 46.1 µM), for the others: top-dose activity, negative = active. AID 602313; further: potency means the concentration at half of the fitted maximal effect; % of control where 0% means no effect; nearly all actives have a fitted effect of over 65% in size
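Fluorescence increase (Ex 488/Em 500-530) after overnight compound treatment at 37 deg C flags inhibition of Vif-driven A3F-eYFP loss in stable HeLa A3F-eYFP/Vif cells seeded overnight beforehand.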
D1 ag: human D1 receptor agonism | P21728 | HEK293 T-REx D1 cells, calcium flux, agonist mode | activation, % at 2 µM | hit rate 1% among 360,000 | AID 504660; in the data active means activation above about 30%; further: 0% is about no effect
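Tetracycline-induced HEK293 TREx D1 cells, force-coupled to calcium signalling, were dye-loaded with a no-wash calcium kit. Compound was pin-added after a 10 s baseline. Fluorescence was read kinetically at 1 cycle/s for 180 s, with calcium rises flagged as agonism.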
Vif-A3G inh: inhibitors of Vif-APOBEC3G interaction. hit rate 0.076% among 410,000. AID 602310. HeLa A3G-eYFP + Vif (tagged APOBEC3G with the HIV-1 protein that degrades it), YFP fluorescence, overnight. Q9HC16. Potency, µM (series often up to 46.1 µM), without a hit: top-dose activity, negative = active, hits mostly inhibitors;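 further: potency means the concentration at half of the fitted maximal effect; on the % scale 0 is the no-effect control and ±100 the full control effect; nearly all actives have a fitted effect of over 60% in size; hits raise eYFP signal because A3G escapes Vif-driven loss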
Target sequence (Q9HC16 whole entry, looked up): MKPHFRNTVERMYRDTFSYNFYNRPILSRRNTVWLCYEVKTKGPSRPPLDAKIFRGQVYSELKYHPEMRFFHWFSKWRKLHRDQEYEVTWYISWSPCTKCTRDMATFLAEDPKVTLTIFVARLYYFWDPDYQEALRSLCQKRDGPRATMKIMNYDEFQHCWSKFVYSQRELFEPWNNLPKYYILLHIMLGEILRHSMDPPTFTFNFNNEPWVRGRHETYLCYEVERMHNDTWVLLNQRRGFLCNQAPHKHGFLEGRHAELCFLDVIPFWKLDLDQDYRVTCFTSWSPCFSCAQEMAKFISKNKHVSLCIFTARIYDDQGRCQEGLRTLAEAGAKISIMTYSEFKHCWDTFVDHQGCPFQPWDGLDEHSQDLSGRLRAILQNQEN
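Read-out is eYFP fluorescence (Ex 488/Em 500-530) from Vif-expressing HeLa A3G-eYFP cells; more signal means A3G escaped Vif-mediated degradation. Cells plated overnight, compound pinned in, incubated overnight at 37 deg C.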
GRP78 ERSR act: ER stress response induction in glioma. U87-MG GRP78 promoter luciferase reporter, 16 h. Potency, µM, inactives show at the top dose activation, most hits filed as activators. hit rate 0.02% among 420,000; further: potency means the concentration at half of the fitted maximal effect; series mostly up to about 76 µM; % of control where 0% means no effect; nearly all actives have a fitted effect of over 35% in size
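Stably transfected U87-MG glioma cells carrying a GRP78-based luciferase sensor; 16 h compound incubation. Luminescence end-point read 10 min after Bright-Glo addition at room temperature.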
D1 antag: blocks dopamine activation of the human D1 receptor; P21728; HEK293 TREx D1 cells, calcium flux, dopamine EC80; stronger effect = lower value; activity change, negative = inhibition, % at 10 µM; hit rate 3.2% among 360,000; in the data active means activity change below about -30%; further: on the % scale 0 is the no-effect control and ±100 the full control effect
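Using tetracycline-induced force-coupled D1 Hek293 cells and a calcium dye, signals were followed for 180 s after compound, then for 180 s after EC80 dopamine, to detect inhibitors.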
D2 potentiator: positive allosteric modulators of human D2 dopamine receptor | potentiation, % at 10 µM | P14416 | hit rate 0.34% among 340,000 | HEK293 T-REx D2, calcium flux, EC20 dopamine potentiation;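 active means potentiation over 3 SD above the plate norm, cut at about 30% in these data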; further: 0% is about no effect
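Potentiation of an EC20 dopamine calcium response is measured in a force-coupled, tetracycline-inducible Hek293 Trex D2 line. Compound-only kinetic reads over 180 s flag agonists before dopamine addition.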
LDHA inh: blocks human lactate dehydrogenase A. P00338. purified LDHA, NADH/diaphorase-resazurin fluorescence; stronger effect = lower value. activity change, % (values are at about 110 or 230 µM). hit rate 0.15% among 480,000; in the data active means activity change below about -30%; inconclusive means mostly about -25% to -30%;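 further: plate controls were DMSO wells for no effect and wells without enzyme for full effect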
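Remaining NADH was detected by diaphorase (0.133 mg/mL) converting 37 µM resazurin to fluorescent resorufin, read at 0 and 20 minutes. The preceding 5-minute room-temperature reaction used 2 nM LDHA, 0.2 mM sodium pyruvate and 0.06 mM NADH at pH 7.4.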
D1 potentiator: potentiators of human D1 dopamine receptor | HEK293 TREx D1 cells, calcium flux, dopamine EC20 potentiation | potentiation, % at 10 µM | hit rate 0.036% among 360,000 | AID 504651; in the data active means potentiation above about 30%; further: 0% is about no effect
* = called active by the depositor; ? = inconclusive; . = not tested or not shown; & = joins results of further samples. Unless noted, the call rests on the fitted dose curve; in most records, active means well fitted curve in the direction sought with a large enough effect; inconclusive means small, poorly fitted or top-dose-only effect, or another doubt; inactive means no such curve, though single readings can be large; an effect the other way counts as inactive or inconclusive. Some of the compounds tested, so the mix of outcomes need not match the whole.

SMILES	RXFP1 agonist	Vif-APOBEC3F blk	D1 ag	Vif-A3G inh	GRP78 ERSR act	D1 antag	D2 potentiator	LDHA inh	D1 potentiator
COc1ccc2nc(NC(=S)NC(=O)c3ccco3)sc2c1	0.5%	10µM*	6.0	0.5%	0.5%	-11.2	-1.1	-0.2	-6.3
COc1ccc([C@H]2CC(=O)C=C(c3ccc(-c4ccccc4)cc3)C2)cc1OC	-0.8%	-12.3%	2.1	6.3%	-6.0%	10.3	1.6	1.4	3.4
CC(=O)Nc1ccc(S(=O)(=O)NC2=NCN(C)CN2)cc1	0.9%	-4.1%	0.6	3.6%	-3.6%	-7.9	1.1	-5.4	-8.5
O=C(OC1CCOC1=O)c1cccc(S(=O)(=O)Nc2cccc(Cl)c2)c1 (centres undefined)	1.8%	-11.3%	10.7	-0.4%	0.9%	-32.1*	-4.6	-2.7	-4.5
COc1cc(OC)c(OC)cc1C#N	-1.3%	1.0%	3.1	-3.2%	-1.2%	-3.4	-9.1	-4.7	-6.3
COc1ccc(-c2nc(CSc3nc4ncccc4[nH]3)c(C)o2)cc1OC	-1.0%	1.1%	-0.3	-4.9%	-2.1%	-1.8	-3.8	-2.3	-1.6
Cc1ccc(Cl)cc1N1CCN(C(=O)c2ccc3c(c2)CCN3S(=O)(=O)c2ccccc2)CC1	-0.5%	4.7%	3.4	-1.1%	-2.1%	27.2	6.5	5.1	-1.6
COc1ccc(OCc2ccc(-c3nc(C#N)c(N4CCN(C)CC4)o3)o2)cc1	9.4%	-3.9%	3.3	2.8%	-1.9%	-5.7	.	-2.4	-0.5
COCCOC(=O)C1=C(C)NC(=S)NC1/C=C/c1ccccc1 (centres undefined)	-0.7%	-4.7%	1.6	-4.0%	-4.1%	8.0	-12.3	-1.2	8.0
Cc1cccc(C(=O)Nc2nc(-c3nnn(-c4cc(F)ccc4F)c3C)ns2)c1	3.7%	-6.1%	12.8	-10.6%	0.4%	-1.8	.	-2.9	1.8
COc1ccc(C2/C=C\CN(S(=O)(=O)c3ccc(C)cc3)CC(=O)N2Cc2ccc(F)cc2)cc1 (centres undefined)	2.0%	6.0%	3.9	0.4%&1.4%	-4.0%&-3.2%	20.0	-4.2	-0.7	-0.2
CNC(=S)N/N=C(\C)c1ccc2c(c1)OCO2	-1.0%	-2.0%	-1.4	0.2%	-6.1%	7.1	-1.4	-9.0	-7.2
CCOC(=O)C1C(=O)CC(C)(O)C(C(=O)OCC)C1c1ccc(OCC)cc1 (centres undefined)	2.4%	-9.9%	2.2	-0.6%	-1.5%	-28.3	9.3	-10.9	-6.9
CCN(c1ccc(NC(=O)COC(=O)/C=C/c2cccs2)cc1)C(C)C	0.2%	3.7%	3.7	1.1%	0.6%	-2.8	5.7	1.7	1.9
O=c1[nH]c2ccc(NCc3ccc(OCc4ccccc4Cl)cc3)cc2[nH]1	2.8%	-5.3%	-0.1	-1.2%	2.5%	18.0	6.1	-3.9	-1.1
Cc1cc(C)c(C)c(OCCn2ccnc2)c1	3.9%	2.7%	3.3	-3.0%	-2.1%	6.9	-5.2	-7.5	-7.8
COc1ccc2ccccc2c1C1CC(=O)N2CN(C3CCCCC3)CSC2=C1C#N (centres undefined)	-0.3%	-5.2%	1.5	4.3%	-1.9%	9.9	11.1	11.7	-2.1
COc1ccc(-c2cc(C(F)(F)F)c(C#N)c(SCC(=O)O)n2)cc1OC	8.8%	.	0.5	.	.	6.2	-0.7	.	2.2
Nc1ccc(OCC(O)C[n+]2ccc(CCS(=O)(=O)[O-])cc2)cc1 (centres undefined)	-0.7%	-4.5%	-0.2	-2.2%	-5.7%	-21.6	-1.4	3.4	4.2
CCS(=O)(=O)N1CCC(C(=O)Oc2ccccc2OC)CC1	-0.5%	-8.7%	5.6	-0.7%	-1.5%	-2.0	12.1	0.8	-2.8

Ordered by value in D1 potentiator (rising): 3 of the compounds above.
compound	RXFP1 agonist	D1 ag	Vif-A3G inh	GRP78 ERSR act	D1 antag	D2 potentiator	LDHA inh	D1 potentiator
CNC(=S)N/N=C(\C)c1ccc2c(c1)OCO2	-1.0%	-1.4	0.2%	-6.1%	7.1	-1.4	-9.0	-7.2
CCOC(=O)C1C(=O)CC(C)(O)C(C(=O)OCC)C1c1ccc(OCC)cc1 (centres undefined)	2.4%	2.2	-0.6%	-1.5%	-28.3	9.3	-10.9	-6.9
COc1ccc(OCc2ccc(-c3nc(C#N)c(N4CCN(C)CC4)o3)o2)cc1	9.4%	3.3	2.8%	-1.9%	-5.7	.	-2.4	-0.5

Further compounds.
SMILES	RXFP1 agonist	Vif-APOBEC3F blk	D1 ag	Vif-A3G inh	GRP78 ERSR act	D1 antag	D2 potentiator	LDHA inh	D1 potentiator
CCN(CC(=O)NC(C)(C)C)C(=O)CCl	-1.4%	5.1%	1.1	1.5%	-1.0%	7.8	-0.1	-4.0	-1.8
Cc1cccc(NC(=O)c2sc3nc4c(cc3c2N)CN(C(C)C)CC4)c1	1.9%	-3.9%	7.2	0.9%	-2.0%	3.9	6.1	-0.2	-0.2
O=C(Nc1ccc(C(=O)N2CCCC2)cc1)c1cc(F)c(F)cc1Cl	.	-5.0%	.	-0.2%	2.0%	.	.	-5.6	.
CCOc1cccc(C(=O)Nc2cccc(C(=O)NCC(C)C)c2)c1	-0.1%	-7.8%	2.5	-1.2%	-1.8%	1.2	-5.4	-4.8	-1.4
CCN(CC)CCC(=O)Nc1ccc2c(c1)N(C(=O)CN(CC)CC)c1ccccc1CC2	0.5%	1.5%	1.7	0.1%	-3.7%	-3.4	-11.0	12.9	5.0
CCOC(=O)N1CCC(N(CCN(C)C)C(=S)Nc2ccccc2OC)CC1	-0.6%	-21.1%	0.9	0.7%	-1.6%	2.1	.	-0.2	-3.4
CC1CCCCC12NC(=O)N(CC(=O)Nc1nccs1)C2=O (centres undefined)	.	?	.	-0.3%	-2.2%	.	.	-8.8	.
Cc1ccc(NC(=O)Cc2ncc(C(F)(F)F)cc2Cl)cc1Cl	2.6%	-7.6%	5.4	0.7%	0.1%	-4.0	-7.4	-8.8	-8.1
CCOC(=O)n1c(=O)n(Cc2ccccc2C)c2ccccc21	4.4%	?	-0.7	-6.6%	-2.4%	-4.0	2.5	-0.9	-6.2
Cc1ccc(CN2CC(C(=O)Nc3ccc(F)c([N+](=O)[O-])c3)CC2=O)cc1 (centres undefined)	-2.1%	-3.2%	0.2	-7.5%	-2.2%	-18.1	.	-7.0	-3.2
CC[C@@H]1CCCCc2ccccc2[C@@H](C(=O)C[C@@H](O)CC(C)=O)OC1=O	.	7.1%	.	0.5%	-1.8%	.	.	0.4	.
Cc1ccc(C(=O)NC2CCN(C(=O)NCc3ccccc3)CC2)cc1	0.8%	-17.4%	5.5	2.2%	0.6%	0.7	1.1	-7.3	-2.5
Cc1ccc(S(=O)(=O)Nc2nc(C)c(C(=O)NNS(=O)(=O)c3cc(C)ccc3C)s2)cc1	11.5%	-5.2%	5.0	2.2%	-2.7%	7.8	7.4	-8.1	2.9
CN(C(=O)CSc1nc2ccccc2s1)c1c(N)n(Cc2ccccc2)c(=O)[nH]c1=O	1.5%	3.3%	1.0	0.7%	-2.4%	6.5	-4.1	-3.4	-3.8
NC(=O)C1CCN(C(=O)Cc2ccsc2)CC1	7.6%	0.6%	5.2	-0.3%	-7.5%	18.5	-2.6	0.3	-17.0
CCC(=O)Nc1ccccc1-c1nc2ccccc2[nH]c1=O	0.9%	-24.1%	2.3	-4.5%	-3.1%	3.6	9.4	-5.3	0.7
CN(C)c1nc(-c2ccccc2)c2cnn(Cc3ccccc3)c2n1	3.5%	-6.1%	2.2	-18.6%	-3.4%	5.0	10.5	5.3	-5.0
CCOC(=O)c1ccc(CN(Cc2ccc(Cl)cc2Cl)S(=O)(=O)c2ccc(F)c(C)c2)cc1	4.5%	-25.8%	44.5*	3.1%	-4.0%	-31.7*	-14.0	2.3	0.3
Cc1ccc(S(=O)(=O)N2CCN(C(=O)COC(=O)CNC(=O)c3ccc(C(C)(C)C)cc3)CC2)c(C)c1	.	-5.1%	.	-9.1%	1.6%	.	.	-9.8	.
COc1ccc(Cc2n[nH]c(=O)c3ccccc23)cc1OC	-0.1%	-0.6%	9.9	0.7%	-0.2%	-18.2	26.9	0.0	-6.2
CCN1C(=O)c2cccc3c(S(=O)(=O)NCc4cccnc4)ccc1c23	5.7%	-4.5%	0.0	-4.5%	-5.3%	1.8	-2.0	-1.3	-0.7
O=C1c2ccccc2N(Cc2ccc(Cl)cc2)C2=NCCN12	0.1%	1.5%	0.6	-6.0%	0.4%	-2.0	-1.0	-4.2	-6.5
Oc1ccc(-c2nccs2)cc1	.	-1.8%	.	-0.7%	5.9%	.	.	4.7	.
CCCNC(=O)/C=C/c1ccc(S(=O)(=O)Nc2ccccc2OC)cc1	-2.1%	-2.1%	3.6	-2.2%	-1.8%	-8.3	2.0	3.9	-6.5
CCCCCCCCN1[C@@H](CC(=O)OCC)c2ccc(C(F)(F)F)cc2S1(=O)=O	.	-0.1%	.	7.8%&2.7%	-5.5%&-3.0%	.	.	1.6	.
COc1cc(OC)cc(C(=O)Nc2ccc(NC(=O)c3ccco3)c(C)c2)c1	-0.5%	-23.8%	1.5	-5.4%	4.3%	2.9	17.2	0.2	-6.8
CCO[C@H]1OC(C(=O)O)=C[C@@H](C2CCCCC2)[C@@H]1CCCO	0.2%	-3.7%	-2.4	-6.6%	-5.0%	-3.5	1.5	-4.2	0.4
CCOC(=O)C1(CCOc2ccccc2)CCN(CC2CC2)CC1	-1.0%	-8.1%	7.2	0.6%	-2.7%	-3.7	-12.2	-3.7	-0.4
CN(CC(=O)NCc1ccco1)CC(=O)Nc1c(Cl)cccc1Cl	0.2%	6.8%	3.2	3.0%	-1.8%	-9.9	-0.1	-12.0	.
CCOC(=O)Cc1csc(NC(=O)CSc2ncnc3c2cnn3-c2ccc(OC)cc2)n1	2.9%	8.1%	1.6	1.8%	-5.5%	-0.3	10.1	-4.9	4.7
O=C(NNc1c(Cl)cccc1Cl)C1CCC1	-5.3%	2.3%	1.1	3.0%	-4.9%	6.0	12.6	-4.4	-6.8
CC(C)CN(C(=O)COc1ccccc1C(=O)NCc1ccccc1)C1CCS(=O)(=O)C1 (centres undefined)	.	-10.5%	.	-1.0%	-2.6%	.	.	-4.4	.
